Bioassay records as filed in PubChem.
ALOX15B inhib – 15-hLO-2 (ALOX15B) enzyme inhibition. Potency, µM (top dose mostly 57.1 µM), for the others: at the highest dose activity change, negative = inhibition, usual class: inhibitors. AID 881. hit rate 0.56% among 110,000. purified 15hLO-2, xylenol orange hydroperoxide absorbance. O15296; further: potency means the concentration at half of the fitted maximal effect; nearly all actives have a fitted effect of over 60% in size; many of its hits are not listed in these tables
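Purified human 15hLO-2 (50 nM) preincubated 15 min with compound, then 45 uM arachidonic acid for 90 min at RT in 25 mM Hepes pH 7.5, 0.01% Triton X-100. Hydroperoxide detected by Fe-xylenol orange; 573/405 nm absorbance ratio.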
ALOX12 inhib – 12-hLO (ALOX12) enzyme inhibition; P18054; purified 12-hLO, xylenol orange hydroperoxide absorbance; Potency, µM (top dose mostly 57.1 µM), inactives show at the highest dose activity change, negative = inhibition, most hits filed as inhibitors; hit rate 0.12% among 150,000; further: potency means the concentration at half of the fitted maximal effect; nearly all actives have a fitted effect of over 55% in size; many of its hits are not listed in these tables
Target sequence (P18054 whole entry, looked up): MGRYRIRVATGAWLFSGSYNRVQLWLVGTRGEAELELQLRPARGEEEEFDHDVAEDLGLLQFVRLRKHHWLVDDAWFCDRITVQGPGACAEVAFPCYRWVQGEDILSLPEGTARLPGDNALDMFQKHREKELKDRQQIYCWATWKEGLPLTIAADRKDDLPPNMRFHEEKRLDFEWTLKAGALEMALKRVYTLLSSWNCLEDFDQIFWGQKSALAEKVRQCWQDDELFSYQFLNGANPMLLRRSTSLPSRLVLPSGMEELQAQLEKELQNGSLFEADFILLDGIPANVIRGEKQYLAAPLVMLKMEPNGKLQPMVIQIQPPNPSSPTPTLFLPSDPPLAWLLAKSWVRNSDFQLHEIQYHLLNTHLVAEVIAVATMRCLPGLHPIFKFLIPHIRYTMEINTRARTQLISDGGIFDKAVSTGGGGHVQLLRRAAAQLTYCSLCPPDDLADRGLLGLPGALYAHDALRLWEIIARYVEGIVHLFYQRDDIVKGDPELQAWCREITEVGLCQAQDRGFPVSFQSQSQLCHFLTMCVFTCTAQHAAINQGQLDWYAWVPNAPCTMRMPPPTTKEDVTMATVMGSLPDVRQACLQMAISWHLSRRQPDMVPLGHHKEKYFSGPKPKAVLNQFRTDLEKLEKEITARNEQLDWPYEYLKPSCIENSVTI
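Lipoxygenase turnover measured by absorbance at 573 and 405 nm after Fe-XO development. Human 12hLO 150 nM, arachidonate 40 uM, pH 7.0 Hepes buffer with detergent; 15 min compound preincubation, 30 min reaction.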
PNC inhibitor – perinucleolar compartment assembly inhibition; PC3M PTB-GFP, PNC prevalence imaging, 16 h; stronger effect = lower value; activity change (PNC), negative = inhibition, % at 10 µM; hit rate 3.1% among 140,000; AID 2417;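 active means readout at or below -70, meaning at least 70% loss of cells showing the perinucleolar compartment, a nuclear body marking cancer cells; inconclusive means readout between -30 and a set limit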;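 further: plate controls were DMSO wells for no effect and camptothecin positive control wells for full effect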
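PC3M cells stably expressing PTB-GFP, 750–1000 cells/well, treated 16 h at 37 °C with compound (23 nl of library stock), in duplicate. After paraformaldehyde fixation and Hoechst stain, imaged at 20x; PNC prevalence scored by image analysis.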
IMPase cell inh – membrane-permeable compound that blocks inositol monophosphatase | CHO-M1 cells, IP1 accumulation, HTRF TR-FRET ratio | inhibition (IP1 accumulation), % at 46.1 µM | 120,000 tested, under 10 active; active means well fitted curve in the direction sought with a large enough effect in the signal ratio, not every such curve was filed as active; inconclusive means small, poorly fitted or top-dose-only effect, or a change in a side signal; inactive means no such curve, though single readings can be large or run the other way; the % refers to the signal ratio;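 further: cells stimulated with carbachol in lithium chloride buffer; plate controls were DMSO basal wells for no effect and reference inhibitor wells for full effect; higher means more IMPase inhibition seen as more IP1 and lower FRET ratio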
Target sequence (P97697 whole entry, looked up): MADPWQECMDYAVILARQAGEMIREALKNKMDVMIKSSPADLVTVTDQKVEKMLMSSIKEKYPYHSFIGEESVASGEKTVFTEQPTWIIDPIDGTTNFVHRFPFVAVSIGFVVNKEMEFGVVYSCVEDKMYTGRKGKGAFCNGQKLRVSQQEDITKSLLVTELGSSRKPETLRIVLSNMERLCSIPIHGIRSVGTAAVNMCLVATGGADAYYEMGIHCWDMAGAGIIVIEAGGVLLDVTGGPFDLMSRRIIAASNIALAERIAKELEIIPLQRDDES
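Seeded CHO-M1 cells were dosed with compound at up to 46 uM, stimulated with carbachol for 30 min, then lysed in IP-One detection reagents. Higher IP1 lowers the TR-FRET signal.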
The depositor's hits bear a star; ? = inconclusive; nt = not tested or not shown; [ ] = dose if it differs, or a comment. Unless noted, the call rests on the fitted dose curve; in most records, active means well fitted curve in the direction sought with a large enough effect; inconclusive means small, poorly fitted or top-dose-only effect, or another doubt; inactive means no such curve, though single readings can be large; an effect the other way counts as inactive or inconclusive. Unless noted, on the % scale 0 is the no-effect control and ±100 the full control effect. This is a subset, so the mix of outcomes need not match the whole.

SMILES	ALOX15B inhib	ALOX12 inhib	PNC inhibitor	IMPase cell inh
CCCC(=O)Nc1ccc(C(=O)NN2C(=O)c3ccccc3C2=O)cc1	nt	1%	-6	13
CCCOC(=O)c1ccc(OC(=O)c2ccco2)cc1	6%	0%	?	5
COC(=O)c1[nH]c2ccc(C)cc2c1NC(=O)CN1CCN(c2ccc(F)cc2)CC1	-2%	-10%	19	10
CC(C)(C)Nc1nc(SCc2ccccc2)nc(N2CCOCC2)n1	8%	-8%	?	12
CCC(=O)OC1c2ccccc2C(=O)N1Cc1ccccc1 (centres undefined)	7%	0%	-2	5
CCCCCOc1ccc(NC(=O)c2cc(SC)ccc2Cl)cc1	nt	0%	4	nt
Cc1ccc(CS(=O)(=O)CCC(=O)N2CCOCC2)cc1	nt	1%	1	3
COc1ccc(S(=O)(=O)N2CCN(c3ccccc3OC)CC2)cc1OC	4%	-17%	41	-1
COc1ccccc1/C=C/C=N/N1CCN(Cc2cccc3ccccc23)CC1	39%[activator]	-1%	-19	3
COc1ccc(OC)c(C2C(C(C)=O)=C(O)C(=O)N2Cc2cccnc2)c1 (centres undefined)	0%	4%	-26	-3
Cc1ccc(S(=O)(=O)c2cn(CC(=O)Nc3ccccc3)c3ccc(F)cc3c2=O)cc1	nt	-3%	28	nt
Cc1ccc(Cn2c(SCC(=O)NCc3ccco3)nc3ccsc3c2=O)cc1	-8%	0%	-20	3
COc1ccc(-n2c(SCC(=O)N3CCCCC3)nnc2-c2cccnc2)cc1	7%	-2%	?	-9
COC(=O)c1ccc2c(=O)n(CCCCCC(=O)NCc3ccccn3)c(=O)[nH]c2c1	3%	9%	39	-3
N#CCN1CCN(CC(=O)Nc2cccc3ccccc23)CC1	-9%	1%	-12	3
CCOC(=O)/C(C#N)=C/c1ccc(OCC(=O)Nc2ccccc2)c(OC)c1	2%[11.4 µM]	1%	14	-4[1.84 µM]
Cc1ccc(S(=O)(=O)Cn2nnnc2CN2CCN(C(=O)c3ccco3)CC2)cc1	1%	-3%	53	2
CCOc1ccc(CCNC(=O)C2CCC(=O)N2C2CCCCC2)cc1OCC (centres undefined)	-3%	1%	105	2
COc1ccc(-c2cc3ccccc3oc2=O)cc1NC(=O)c1ccc(Br)o1	-25%	-4%	65	-6
Cc1cccc(-c2c3c(=O)n(C)c(=O)n(C)c3cn2CCO)c1	-16%	-1%	-10	-9
C/C(=N\NC(=O)c1ccc(Cn2cc([N+](=O)[O-])cn2)o1)c1cccc(NC(=O)c2cccnc2)c1	nt	1%	67	nt
Cc1cc(-n2c(C)cc(C(=O)CSc3ncnc4ccccc34)c2C)no1	-5%	-6%	-7	2
Cc1cc(C(C)(C)C)c(O)c(C(C)(C)C)c1	2%	-4%	nt	nt
CCN(CC)CCCC(C)n1c(-c2ccccc2)nc2c(NC3CCCCC3)nc(C)nc21 (centres undefined)	52%[activator]	0%	nt	nt
COc1cc(OC)cc(C(C(=O)NC2CCCCC2)N(C(=O)c2ccno2)c2ccccc2)c1 (centres undefined)	nt	4%	18	3
COc1cc(-c2nc3ccc4ccccc4c3c3c2CCC3)cc(OC)c1OC	1%	-15%	?	8
CCOC(=O)Nc1ccc2c(c1)N(C(=O)N1CCN(C)CC1)c1ccccc1S2	38%[activator]	2%	-25	15
CCOC(=O)c1c(C)oc2ccc(OC(=O)COc3c(F)c(F)c(F)c(F)c3F)cc12	nt	-2%	31	nt
CCN(CCCNC(=O)C1CCCN(S(=O)(=O)c2cnc[nH]2)C1)c1ccccc1 (centres undefined)	-5%	-5%	15	3
O=S(=O)(/N=C(/Nc1ccccn1)c1ccccc1)c1ccc(Cl)cc1	-5%	-2%	-25	15
CCOC(=O)C1CCCN(C(=O)CC(c2ccccc2)c2ccccc2)C1 (centres undefined)	nt	-1%	-100*	8
CCCCCCC(c1c(C)n(C)n(-c2ccccc2)c1=O)c1c(C)n(C)n(-c2ccccc2)c1=O	nt	-1%	?	18
COC(=O)CSc1nnc(CNC(=O)c2ccccc2OC)n1-c1ccc(OC)cc1	5%	0%	-23	-8
OCCNc1ncnc2ccc(Br)cc12	2%	-8%	21	?
CS(=O)(=O)Nc1ccc(S(=O)(=O)NCCc2ccccc2)cc1	-1%	-5%	-25	6
CC1C(=O)CC(c2ccccc2)N(C)C1c1ccccc1 (centres undefined)	10%	-5%	1	6
COc1cc(CNC2CCCCC2OC)cc(OC)c1OC (centres undefined)	nt	-5%	?	nt
Cc1c(NC(=O)C2CCCO2)cccc1[N+](=O)[O-] (centres undefined)	nt	-6%	-85*	5
Cc1ccc(C(=O)N/C(N)=N/c2nc3ccccc3o2)cc1	6%	-4%	?	3
C=CCSc1nc(N)c(C(=O)Nc2ccccc2)cc1C#N	3%	8%	56	-5
N#Cc1c(Cl)cccc1-n1ccnc1	-2%	2%	-12	6
CS(=O)(=O)C1=C(O)C(=O)N(CCCC(=O)O)C1c1ccccc1F (centres undefined)	9%	-2%	?	-2
N/C(=N\OC(=O)CCCOc1ccccc1)c1ccccc1	nt	2%	-18	nt
c1ccc(Cc2nnc(N3CCOCC3)c3ccccc23)cc1	1%	10%	?	-14
Cc1ccc(/C=C/C(=O)OCC(=O)Nc2cccc(S(=O)(=O)N(C)C)c2)o1	nt	-3%	?	nt

Taken from the listing for reference:
SMILES	ALOX15B inhib	ALOX12 inhib	PNC inhibitor	IMPase cell inh
COC(=O)CSc1nnc(CNC(=O)c2ccccc2OC)n1-c1ccc(OC)cc1	5%	0%	-23	-8
OCCNc1ncnc2ccc(Br)cc12	2%	-8%	21	?
CS(=O)(=O)Nc1ccc(S(=O)(=O)NCCc2ccccc2)cc1	-1%	-5%	-25	6
CC1C(=O)CC(c2ccccc2)N(C)C1c1ccccc1 (centres undefined)	10%	-5%	1	6
COc1cc(CNC2CCCCC2OC)cc(OC)c1OC (centres undefined)	nt	-5%	?	nt

(further entries)
SMILES	ALOX15B inhib	ALOX12 inhib	PNC inhibitor	IMPase cell inh
S=C(NCc1ccco1)Nc1ccc(N2CCOCC2)cc1	nt	-4%	47	nt
CCCCN(CC)c1nc(N)c2c(N)nc(OCC)cc2c1C#N	22%	-1%	56	-1
c1cc2cn[nH]c2cc1NC1CCCCCC1	24%	-5%	?	5
CC1(C)CC(=O)C(C(c2ccc(F)cc2)C2C(=O)CC(C)(C)CC2=O)C(=O)C1	nt	1%	-1	nt
Cc1ccc(NC(=O)COC(=O)C(NS(=O)(=O)c2ccc(Cl)cc2)C(C)O)cc1C (centres undefined)	nt	-1%	?	nt
COc1ccc(OC)c(NC(=O)c2[nH]c(C)c(C(C)=O)c2C)c1	-8%	-6%	?	-13
CC(C)(C)NC(=O)NC(=O)COC(=O)c1ccc(OC(F)(F)F)cc1	nt	-1%	31	2
CCCc1noc2c1/C(=N\O)CC(CC(C)SCC)C2 (centres undefined)	-14%	-23%	?	19
O=C(NCCN1CCOCC1)C1CCC(=O)N1Cc1ccccc1Cl (centres undefined)	2%[2.29 µM]	6%	?	15
Cc1ccc(S(=O)(=O)N2CCOCC2)cc1C(=O)NCCN1C(=O)S/C(=C\c2ccccc2Cl)C1=O	nt	-2%	?	nt
CCOC(=O)C1=C(N)Oc2cc(C)[nH]c(=O)c2C1c1ccncc1 (centres undefined)	14%	0%	0	2
CCC(=O)Nc1ccc(Cl)c(NC(=S)NC(=O)COc2ccccc2)c1	nt	1%	31	nt
CC1CN(S(=O)(=O)c2ccccc2)CC(C)O1 (centres undefined)	-1%	1%	-20	?
N/C(=N\OC(=O)c1ccc(Br)cc1)c1ccccc1	-7%	-6%	1	-1
O=C(C1=NN(c2ccccc2)C2C(=O)N(c3cccc(Cl)c3)C(=O)C12)c1ccccc1 (centres undefined)	nt	0%	?	-10
CC(C)C[C@H](N)C(=O)O	-9%[11.4 µM]	2%[11.4 µM]	nt	nt
Cc1ccccc1CSc1nnc(-c2ccco2)n1Cc1ccco1	-1%	3%	125	15
O=C(O)c1cccn2c(=O)c3ccccc3nc12	-6%	-4%	52	-7
COc1cc(NS(=O)(=O)c2ccc(NC(C)=O)cc2)ncn1	-2%	-3%	-1	-3
Cc1cc(C)c(OCC(=O)Nc2cccc(NC(=O)c3ccco3)c2)c(Br)c1	9%	-7%	?	11
Cc1ccccc1-c1nnc(SCC(=O)Nc2ccc(Cl)cc2)n1N	-5%	-10%	-24	1
Nc1cc(Cl)nc(N/N=C/c2ccccc2[N+](=O)[O-])n1	-6%	-3%	30	1
CCC1=C2CC[C@H]3C(=O)N(c4ccccc4)C(=O)[C@H]3[C@H]2[C@@]2(Cc3ccccc3)C(=NCC3CC3)OC(=O)N2C1=O	0%	-4%	nt	nt
CCOC(=O)c1sc(NC(=O)CSc2n[nH]c(-c3ccncc3)n2)c(C#N)c1C	-7%	8%	34	14
Cc1ccccc1C(=O)/C(C#N)=N/Nc1c(C)n(C)n(-c2ccccc2)c1=O	nt	-18%	-27	3
COc1ccc(-c2noc(CCC(=O)NCc3cccnc3)n2)cc1	5%	3%	22	7
COc1ccc2c(c1OC)C(=O)OC2CC(=O)O (centres undefined)	7%	0%	66	17
COc1cccc(C(=O)N2CCSC2=S)c1	-10%	3%	-3	5
COc1ccccc1N(CC(=O)N/N=C(\C)c1cccc(Br)c1)S(C)(=O)=O	nt	-5%	29	nt
CCCC(=O)c1ccc(N2CCCCCC2)c(F)c1	2%	1%	0	-3
CCOC(=O)C1CCCN(c2c(N3CCN(C)CC3)c(=O)c2=O)C1 (centres undefined)	1%	2%	15	?
Cc1ccc(NC(=O)/C(=C\C=C\c2ccccc2)NC(=O)c2ccccc2)cc1	-11%	1%	3	-8
Cc1c(C(=O)N2CCOCC2)oc2ccc(S(=O)(=O)N3CCCCCC3)cc12	0%	-5%	16	15
Nc1nc2ccccc2n1C(=O)CCc1ccccc1	18%	5%	-87*	-7
CC1CCN(S(=O)(=O)c2ccc(NC(=O)Cc3cccs3)cc2)CC1	?	-9%	-9	-5
CCCCNC(=O)Nc1ccccn1	-6%	10%	21	6
S=C(Nc1ccc2cn[nH]c2c1)Nc1ccccc1Cl	nt	-4%	?	nt
Cc1noc(C)c1C(=O)OC(C(=O)NC1CCCC1)c1ccc(F)cc1 (centres undefined)	9%	-2%	11	6
Cc1ccccc1NC(=O)c1sc2nc3c(c(-c4ccco4)c2c1N)CCC3	7%	-4%	19	0
Cc1ccnn2c(-c3ccccc3)c3c(=O)n(C)c(=O)n(C)c3c12	6%	1%	-29	0
CCCN(CCC)C(=O)Cn1c(=O)n(CCCCC(=O)NCc2ccco2)c(=O)c2ccccc21	6%	0%	31	5
Cc1cc(C)nc(SC(C)C(=O)N/N=C/c2cccs2)n1 (centres undefined)	-8%	-7%	?	3
COc1ccc(S(=O)(=O)N2CCCCCC2)cc1C(=O)OCC(=O)NC(N)=O	-3%	-2%	-7	2
CC(C)COc1ccc(C(=O)OCCN2CCOCC2)c(O)c1	7%	-9%	18	1
COCCCNC(=O)CCNS(=O)(=O)c1ccc(C)cc1	2%	-6%	?	-4
COc1ccc(-c2nnc3n2C(C)(C)Cc2cc(OC)c(OC)cc2-3)cc1	-3%	9%	40	6
c1ccc(SCCCCNC2CCCC2)cc1	nt	-3%	-25	nt
Cc1ccc(CCNC(=O)CCc2nc3ccccc3[nH]2)cc1	nt	1%	?	nt
O=C(Cc1cccs1)N1CCN(c2ccccn2)CC1	7%	0%	38	6
Cc1[nH]c2ccccc2c1/C=C(\C#N)C(=O)NCc1ccccc1	nt	-1%	?	nt
CCOc1ccc(NC(=O)C(C)Sc2nnnn2C)cc1 (centres undefined)	3%	-1%	?	-5
CCOC(=O)Cc1cnc(NC(=O)NC(C(=O)OCC)(c2ccccc2)C(F)(F)F)s1 (centres undefined)	-3%	4%	-18	11
